Cneo AK release: Cryptococcus neoformans lysis via adenylate kinase release | 0.2% of 360,000 active | AID 651654 | C. neoformans lysis, adenylate kinase release luminescence, 4 h; normalised: neutral wells 0, clomiphene wells 100 | lysis activity, % at 15 µM;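 active = mean lysis activity across replicates of at least 80%, whatever share of replicates individually reach that level; inactive = mean lysis activity below 80%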
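Assay system: Cryptococcus neoformans yeast cells / Dosing: single-point compound dose / Timing: 4 h at 37 °C static, read 1 h later / Measured by: luminescence of released adenylate kinase using an AK detection reagent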
PglD DTNB: blocks C. jejuni PglD acetyltransferase activity; purified PglD enzyme, DTNB colorimetric CoA detection; inhibition, % at 12.5 µM; 0.098% of 360,000 active; AID 602405; in the data active = inhibition above about 16%, passing the limit was not always enough; note: strong numbers were not always called active
ARNT-TACC3 inh: disruptors of human ARNT/TACC3 interaction | Q9Y6A5 | AlphaScreen His-ARNT PAS-B/GST-TACC3 binding, luminescence; TACC3 fragment carries E629A point mutation | inhibition, % at 9.99 µM | 0.66% of 390,000 active | AID 623870;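 active = mean inhibition of replicates at least 50% and at least half of replicates each reaching 50%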;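 note: 0% = complete ARNT plus TACC3 wells and 100% = ARNT alone without TACC3; many hits fall short of the cut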
Statin myotox sup: suppression of simvastatin myotoxicity; C2C12 myotubes + simvastatin, ATP luminescence, 48 h; scaled: DMSO 0, geranylgeraniol control 100; rescue of ATP level, % at 7.49 µM; 0.78% of 330,000 active; AID 602340;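 active = mean ATP rescue above about 67%, or every replicate alone reaching that limit, limit read from the data, passing the limit was not always enough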;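 note: myotubes were challenged with 10 µM simvastatin during compound exposure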
PAX8 reporter: inhibitors of PAX8 transcriptional activity in RMG-I cells; inhibition, % at 12.6 µM; AID 652154; 1.2% of 360,000 active; RMG-I TPO-luciferase reporter, SteadyGlo, 24 h;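 active = mean replicate inhibition at least 60% with every replicate also reaching 60%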;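 note: luciferase light reporting Pax8 driven TPO promoter activity; plate controls were median of neutral control wells for no effect and mitoxantrone controls for full effect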
LGR2 antag: blocks bursicon-induced cAMP signaling via Drosophila LGR2; HEK293 LGR2, CRE-luciferase, bursicon-stimulated, 4 h; inhibition, % at 9.99 µM; 0.35% of 380,000 active;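 active = drop in luminescence signal, shown as inhibition above about 50% in the replicate tests, limit read from the data, passing the limit was not always enough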;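 note: agonist challenge used bursicon conditioned medium at about half maximal strength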
INS-1E GSIS act: GLuc luminescence reporter in INS-1E cells, primary screen for activators of glucose-dependent secretion of insulin. INS-1E GLuc reporter insulin secretion, 2-3 h. 0.61% of 370,000 active. activation, % at 16.6 µM;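 active = lowest replicate activation of at least 40%, so every replicate reaches that level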;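 note: 0% = median of neutral control wells and 100% = median of IBMX positive control wells; some compounds called inactive have numbers as strong as hits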
PGC1a acetyl inh: PGC1a acetylation modulation, inhibitor mode | U2OS PGC1a acetylation, AlphaScreen anti-acetyl-lysine; with virally co-expressed GCN5 acetyltransferase | inhibition, % at 15.6 µM | 0.17% of 350,000 active;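 active = every replicate shows inhibition of at least 40%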;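 note: 0% = neutral control wells and 100% = positive control wells; some results beyond the cut were filed as inactive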
* = called active by the depositor; nt = no result given.

nr	SMILES	Cneo AK release	PglD DTNB	ARNT-TACC3 inh	Statin myotox sup	PAX8 reporter	LGR2 antag	INS-1E GSIS act	PGC1a acetyl inh
1	O=C(CCn1c(=S)[nH]c2cc3c(cc2c1=O)OCO3)NCc1cccc(Cl)c1	15.3	8.3	5.3	5.3	-11.6	0.9	32.2	-7.9
2	O=C(CSc1nnc(-c2ccc(OC(F)F)cc2)o1)NCc1cccs1	4.9	-3.0	1.5	-4.8	nt	nt	nt	-12.4
3	CC(C)NC(=O)N(C)C[C@H]1Oc2cc(C#C[C@@H](C)O)ccc2S(=O)(=O)N([C@@H](C)CO)C[C@@H]1C	38.7	-0.6	-3.9	4.5	-40.4	-1.7	10.2	21.2
4	C[C@]12c3[nH]c4ccccc4c3CCN1C(=O)C(CC(=O)NCc1cccc(C(F)(F)F)c1)C[C@@H]2C(=O)N1CCCCC1 (some centres not stated)	-2.7	-4.1	0.3	0.9	36.2	29.4	-31.9	-10.3
5	COCC(=O)Nc1ccc2c(c1)C(=O)N(C)[C@@H]1CC[C@@H](CC(=O)NCCc3ccccc3)O[C@@H]1CO2	3.4	1.3	-3.0	15.7	1.4	-26.7	2.5	0.9
6	COc1ccc(N2CCN(C(=O)CN=C3NS(=O)(=O)C(c4ccc(C)cc4)=C3C)CC2)cc1	-0.2	-5.2	-8.6	7.0	nt	16.9	-11.2	9.1
7	CC(C)(C)OC(=O)NCCc1nnc(SCC(=O)Nc2cccc(Cl)c2)o1	1.7	-3.3	-4.8	4.1	-1.8	nt	nt	0.4
8	Cc1noc(C)c1S(=O)(=O)Nc1ccc2c(c1)CC(=O)N([C@H](C)CO)C[C@@H](C)[C@H](CN(C)S(=O)(=O)c1ccc(F)cc1)O2	-2.0	-0.4	2.6	23.9	5.0	-15.6	23.8	-2.7
9	Cn1c(SCC(=O)N2CCc3ccccc3C2)nnc1-c1ccncc1	-9.6	3.3	-1.4	nt	nt	2.1	1.2	6.6
10	COc1ccccc1NC(=O)NCCCCc1ccccc1	-13.4	1.7	34.7	4.8	-33.5	1.9	-22.5	-0.7
11	O=C(c1ccc(Br)cc1)c1cc(-c2ccccn2)c(N2CCOCC2)s1	6.7	-5.1	-10.2	3.8	0.4	nt	nt	-8.8
12	CCOC(=O)C1=C(c2ccccc2)O/C(=C(\C(=O)OC)C(F)(F)F)S1	0.6	2.1	2.2	-1.8	nt	nt	nt	5.0
13	COc1ccc(NC(=O)NNS(=O)(=O)c2ccc(OC)c(OC)c2)c(OC)c1	0.6	1.3	-0.1	6.3	-10.7	-3.4	-12.3	0.2
14	C/C=C/c1cnc2c(c1)C(=O)N([C@H](C)CO)C[C@@H](C)[C@H](CN(C)C(=O)c1ccc3c(c1)OCO3)O2	6.8	-1.2	-1.8	3.1	nt	-8.2	-11.0	4.1
15	COc1ccccc1C(=O)NCC(=O)N=Nc1c(O)n(C(C)C)c2ccccc12	1.1	-2.4	4.4	8.3	-10.4	-4.1	14.9	2.3
16	CCNC(=S)Nc1cc(-c2ccc(Cl)cc2)[nH]n1	nt	nt	4.6	nt	-51.5	-80.5	8.8	-1.1
17	COc1ccc2c(c1)c(CC(=O)Nc1nnc(C3CC3)s1)c(C)n2C(=O)c1ccc(Cl)cc1	0.0	8.3	-0.8	nt	2.8	24.3	-7.9	7.6
18	OC[C@H]1O[C@@H](c2nc(-c3ccccc3Br)no2)[C@H](O)[C@@H]1O	0.7	-5.3	nt	6.0	23.7	-5.0	-2.7	22.6
19	Cc1c(NS(=O)(=O)c2cc(C(=O)NCc3cccnc3)ccc2Cl)c(=O)n(-c2ccccc2)n1C	-0.8	-0.9	-2.6	6.6	8.8	-3.0	-7.9	7.3
20	CC(C)Cn1c(N)c(C(=O)COC(=O)C2CCCN2C(=O)c2cccs2)c(=O)n(C)c1=O (configuration not stated)	2.0	1.0	0.5	0.3	-0.2	nt	nt	10.8
21	CCN1C(=O)CC(C(=O)OC)=C1C	nt	nt	-7.2	nt	12.2	-13.6	11.0	nt
22	Cc1ccc(N(C(=O)NC2CCCCC2)C2=NCCCCC2)cc1	nt	nt	-5.5	nt	-15.2	7.4	3.6	nt
23	Cc1cc(NC2CCCC2)n2nc(C)c(-c3ccccc3)c2n1	-0.1	-6.9	-9.9	-28.1	-47.8	-40.4	-32.4	-20.2
24	O=C(Nc1ccc(F)cc1)c1nc[nH]c1C(=O)O	0.9	-1.0	54.5*	-8.9	-5.3	-16.0	0.2	5.6
25	CCN(CC)C(=O)[C@H]1C[C@H](CC(=O)NCCc2ccccn2)C(=O)N2CCc3c([nH]c4cc(-c5ccco5)ccc34)[C@]12C	1.4	0.6	10.0	16.0	-2.5	6.5	-5.7	nt
26	CNC[C@H]1OCCCC[C@@H](C)Oc2ccc(NC(=O)c3ccccc3)cc2C(=O)N([C@@H](C)CO)C[C@H]1C	-5.1	-0.9	-11.2	2.6	-8.2	-3.2	11.7	8.6
27	O=C(C1CCCC1)N1CCCCN2[C@@H](CO)[C@H](c3ccc(C#CC4CC4)cc3)[C@@H]2C1	1.1	-34.6	0.7	nt	-6.3	nt	nt	-0.2
28	O=C1COc2c1ccc(O)c2O	-0.4	-4.1	7.2	-0.7	-0.7	5.9	3.2	-5.8
29	COc1ccc(-c2ccc([C@@H]3[C@@H](CO)N(C(=O)C4CCOCC4)[C@H]3C#N)cc2)cc1	0.8	2.5	14.1	6.8	-5.8	16.6	15.5	-0.7
30	Cc1nnc(NC(=O)CCS(=O)(=O)c2ccccc2)s1	-0.9	2.6	nt	3.7	22.2	8.5	12.4	nt
31	N#Cc1ccc(OCc2c(-c3ccccc3)nnn2CC(=O)O)cc1	-3.1	-2.4	nt	7.0	-10.4	0.7	10.9	20.2
32	COc1ccc(NC(=O)COC(=O)C23CC4CC(CC(O)(C4)C2)C3)cc1Cl	-3.5	0.7	0.0	-6.8	-98.6	-84.8	-12.6	6.5
33	C[C@H]1CN([C@@H](C)CO)S(=O)(=O)c2ccc(Br)cc2O[C@H]1CN(C)Cc1ccncc1	1.4	-0.1	7.0	5.5	nt	-11.3	-5.9	-5.1
34	O=C(C[C@@H]1CC[C@@H]2[C@H](COC[C@@H](O)CN2S(=O)(=O)c2ccc(F)cc2)O1)N[C@H]1CCN(Cc2ccccc2)C1	0.6	-3.2	9.0	12.0	2.0	0.9	-4.5	-0.2
35	COc1ccc(NC(=O)N(C)C[C@H]2Oc3c(NC(=O)Nc4ccccc4)cccc3C(=O)N([C@H](C)CO)C[C@H]2C)cc1	-2.0	1.0	2.2	2.2	3.2	4.6	-0.3	2.8
36	O=C(NCCCN1CCCC1=O)c1cc2ccccc2o1	-2.7	2.4	nt	-1.6	0.1	5.2	11.8	-1.4
37	CC1(C)OC(=O)NC1c1ccccc1 (configuration not stated)	-0.6	1.7	nt	12.0	24.6	9.4	-1.5	1.7
38	CC(C)(C)[S@](=O)N1Cc2cc(C(=O)NCCN3CCCC3)nc(-c3cccc(-c4cccc(C#N)c4)c3)c2[C@@H]1CCO	45.2	-0.5	12.7	4.8	-20.1	-6.6	5.2	-11.1
39	O=C(NCCOc1ccccc1)c1cc(C(=O)NCCOc2ccccc2)cc([N+](=O)[O-])c1	-0.7	-1.3	0.9	nt	12.0	27.0	-16.7	-0.7
40	CCOC(=O)c1c2ccccc2[n+]([O-])n1CCO	0.1	-0.4	-4.5	1.6	-2.1	6.2	-2.1	-0.1
41	O=C1CN(C(=O)COC(=O)c2ccc(Cl)c(S(=O)(=O)N3CCCCC3)c2)c2ccccc2N1	0.3	2.8	8.7	-0.2	-4.2	-3.8	-30.6	8.4
42	CCCCNc1nnc(SCC(=O)c2c[nH]c3ccccc23)s1	nt	nt	6.4	nt	11.0	5.2	-32.7	nt
43	CCOC(=O)c1c(N)sc2c1CCC1C(=O)N(C3CCCCC3)C(=O)C21 (configuration not stated)	-0.8	9.6	0.4	-8.0	nt	nt	nt	-11.0
44	C[C@H](O)C#Cc1cnc2c(c1)C(=O)N([C@H](C)CO)C[C@H](C)[C@H](CN(C)Cc1ccccn1)O2	-4.7	-3.7	13.6	-0.9	nt	5.5	16.1	7.9
45	CCc1nc2sc3c(O)cc(=O)[nH]c3c2cc1C	-8.7	2.8	0.3	0.1	22.8	1.3	-8.8	2.4

Structures listed so far printed as active in ARNT-TACC3 inh.
#	mol	PglD DTNB	ARNT-TACC3 inh	LGR2 antag	INS-1E GSIS act	PGC1a acetyl inh
24	O=C(Nc1ccc(F)cc1)c1nc[nH]c1C(=O)O	-1.0	54.5*	-16.0	0.2	5.6

(list continues)
nr	SMILES	Cneo AK release	PglD DTNB	ARNT-TACC3 inh	Statin myotox sup	PAX8 reporter	LGR2 antag	INS-1E GSIS act	PGC1a acetyl inh
46	O=C(COC(=O)C12CC3CC(CC(C3)C1)C2)N1CCN(S(=O)(=O)c2ccccc2)CC1	-1.3	0.8	3.9	-11.2	-9.5	nt	7.3	-16.5
47	CCN(c1ccccc1)c1nc2ccsc2c(=O)s1	-7.4	-6.7	-3.8	9.7	nt	nt	nt	-20.0
48	C/C=C/c1cnc2c(c1)C(=O)N([C@@H](C)CO)C[C@@H](C)[C@@H](CN(C)C(=O)Nc1ccc(C(F)(F)F)cc1)O2	1.9	-2.9	-2.4	19.3	nt	-4.6	-15.3	-8.9
49	O=C(COC(=O)CNC(=O)c1ccccc1)Nc1nc(-c2ccccc2)cs1	-0.7	3.2	-1.4	nt	-60.4	-15.6	2.5	1.4
50	COc1ccccc1N1CCN(/N=C(\C)c2ccccc2O)CC1	0.0	-4.2	12.7	6.0	-8.7	0.4	-17.0	nt
51	Cc1ccccc1S(=O)(=O)N[C@@H]1CC[C@H](CCn2cc(Cc3ccccc3)nn2)O[C@H]1CO	1.4	3.3	-2.6	1.5	16.9	-1.4	-2.2	-11.2
52	CCOc1ccc(C(C)NC(=O)c2cccc(F)c2)cc1 (configuration not stated)	0.5	-15.9	-3.2	-0.7	5.7	-8.1	-5.9	-1.2
53	Cc1ccc(C(=O)NS(=O)(=O)c2ccc(N=NN(C)C)cc2)cc1	nt	nt	8.2	6.7	-14.0	0.9	44.6	20.5
54	O=C(Nc1nc(-c2ccco2)cs1)c1ccccc1	-5.1	-3.2	9.1	-10.8	nt	nt	nt	-7.4
55	CCCCNS(=O)(=O)c1ccc2nc(-c3cccnc3)cc(C(=O)NCCOC)c2c1	nt	nt	nt	4.8	11.4	1.8	-10.7	3.2
56	CC(C)c1ccccc1NC(=S)NC(C)c1ccccc1 (configuration not stated)	nt	nt	5.0	nt	-0.9	-10.1	-5.4	nt
57	CC(CN1CCOCC1)OC(=O)c1cccc(Cl)c1 (configuration not stated)	0.5	5.0	-2.9	8.9	-21.9	7.5	-2.6	-1.5
58	NCCc1nnc(SCc2ccccc2)o1	0.4	-1.1	-10.9	2.4	24.4	nt	nt	4.9
59	CC1=C(N2CCOCC2)CCC1=O	-4.2	0.1	nt	1.6	1.7	-16.0	7.7	nt
60	C[C@@H]1CN([C@@H](C)CO)S(=O)(=O)c2ccc(Br)cc2O[C@@H]1CN(C)Cc1ccncc1	-2.3	2.5	2.1	2.5	nt	3.9	-3.0	-0.8
61	CSc1ccc(CN(C)C(C)C(=O)NCC2CCCCC2)cc1 (configuration not stated)	2.5	-5.8	-5.9	3.3	18.2	12.5	-14.8	nt
62	O=C(C[C@H]1C[C@H]2c3cc(NC(=O)C4CCOCC4)ccc3O[C@H]2[C@H](CO)O1)NCc1cccc(F)c1	-3.8	2.8	nt	1.6	-0.5	-10.7	6.1	-13.7
63	COc1ccc(S(=O)(=O)Nc2ccc(Oc3ccsc3C(=O)O)cc2)cc1	nt	nt	-8.5	nt	-19.4	10.2	-3.0	nt

Compound activity as filed in PubChem.
